Apoferritin bind: candidate novel general anesthetic via apoferritin binding; hit rate 0.074% among 350,000; apoferritin/1-aminoanthracene competitive binding, fluorescence; Potency, µM (series often up to 77.5 µM), inactives show at the highest dose activity change, negative = displacement, actives largely listed as inhibitors; P02791; also: % is scaled to controls: 0 for no effect and ±100 for the full control effect; nearly all actives have a fitted effect of over 20% in size
Target sequence (P02791 2-175 limits assumed): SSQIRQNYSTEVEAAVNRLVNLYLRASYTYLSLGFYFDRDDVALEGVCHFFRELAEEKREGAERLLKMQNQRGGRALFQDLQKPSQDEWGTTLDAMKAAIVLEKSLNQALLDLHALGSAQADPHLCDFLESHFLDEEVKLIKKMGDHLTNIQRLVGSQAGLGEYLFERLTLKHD
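Concentration-response curves derived by four-parameter Hill fitting of normalized fluorescence, where compounds displaced 1-AMA from 10 uM horse apoferritin following a brief 10 min room-temperature incubation; propofol titration acted as positive control.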
APEX1 inh: blocks human APE1 abasic DNA cleavage; P27695; recombinant APE1, TAMRA/BHQ-2 abasic DNA cleavage fluorescence; Potency, µM (titrated, usually from 65.8 µM), without a hit: at the highest dose activity change, negative = inhibition, most hits filed as inhibitors; hit rate 0.35% among 350,000; AID 2517;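 also: plate controls were vehicle for no effect and reference inhibitor for full effect; nearly all actives have a fitted effect of over 55% in size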
Target sequence (P27695 whole entry, looked up): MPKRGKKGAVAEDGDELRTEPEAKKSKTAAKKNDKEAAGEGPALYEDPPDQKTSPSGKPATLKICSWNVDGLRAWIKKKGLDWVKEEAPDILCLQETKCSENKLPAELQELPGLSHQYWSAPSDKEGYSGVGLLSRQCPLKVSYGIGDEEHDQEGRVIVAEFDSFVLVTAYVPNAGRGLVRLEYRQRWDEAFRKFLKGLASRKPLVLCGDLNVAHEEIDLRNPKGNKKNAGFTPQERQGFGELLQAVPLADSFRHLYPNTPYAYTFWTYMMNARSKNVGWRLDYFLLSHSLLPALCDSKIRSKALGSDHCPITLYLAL
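Activity was derived from the fluorescence gain between first and third kinetic reads (60 s intervals, ex 525/em 598 nm) after 50 nM THF-abasic TAMRA/BHQ-2 duplex was added to 0.75 nM APE1 preincubated 15 min with compound.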
POLH inh: inhibitors of human DNA polymerase eta. recombinant Pol eta, fluorescent DNA replication assay. hit rate 1.2% among 390,000. Q9Y253. Potency, µM (doses to about 114 µM), without a hit: top-dose activity change, negative = inhibition, most hits filed as inhibitors; also: % is scaled to controls: 0 for no effect and ±100 for the full control effect
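Fluorescent replication assay: 50 nM final substrate added after a 15 min room-temperature compound preincubation with 10 nM enzyme. Signal taken at 0 min and again at 10 min.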
G9a inh: inhibitors of human histone lysine methyltransferase G9a. Q96KQ7. Potency, µM (series often up to 102 µM), for inactives: at the top dose activity, negative = inhibition, actives largely listed as inhibitors. G9a H3K9 monomethylation, AlphaScreen, 2 h. hit rate 8.8% among 350,000. AID 504332; also: % is scaled to controls: 0 for no effect and ±100 for the full control effect; nearly all actives have a fitted effect of over 75% in size
Target sequence (Q96KQ7 913-1193 limits assumed): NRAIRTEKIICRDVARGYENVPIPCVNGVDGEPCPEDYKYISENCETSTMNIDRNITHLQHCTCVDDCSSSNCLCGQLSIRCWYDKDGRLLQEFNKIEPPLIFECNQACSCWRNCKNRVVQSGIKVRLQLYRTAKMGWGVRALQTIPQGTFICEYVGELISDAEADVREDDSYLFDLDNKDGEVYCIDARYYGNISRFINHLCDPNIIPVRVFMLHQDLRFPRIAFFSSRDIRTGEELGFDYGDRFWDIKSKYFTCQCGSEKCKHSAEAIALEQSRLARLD
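G9a (20 nM) preincubated 15 min RT with compounds, then 500 nM biotinylated H3K9 peptide and 20 uM SAM added; 2 h RT reaction. Monomethyl-H3K9 product detected by AlphaScreen with anti-H3K9me1 antibody, streptavidin donor and anti-rabbit IgG acceptor beads.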
Pol kappa inh: blocks human DNA polymerase kappa activity; hit rate 0.53% among 400,000; Potency, µM (doses to about 107 µM), for inactives: at the top dose activity, negative = inhibition, actives largely listed as inhibitors; AID 588579; purified Pol kappa, fluorescent DNA synthesis assay, 10 min; also: % is scaled to controls: 0 for no effect and ±100 for the full control effect
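Activity was followed as the change in fluorescence between reads at 0 and 10 min after starting the reaction with 50 nM substrate. Beforehand, 10 nM polymerase had been preincubated with compound for 15 min at room temperature.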
POLB inh: inhibitors of human DNA polymerase beta; Pol beta primer extension/strand displacement, fluorescence kinetic; Potency, µM (top dose mostly 114 µM), for inactives: at the highest dose activity change, negative = inhibition, usual class: inhibitors; hit rate 1.3% among 340,000; also: % is scaled to controls: 0 for no effect and ±100 for the full control effect
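Human Pol beta at 10 nM; strand-displacement substrate 50 nM final. Compound exposure 15 min at room temperature before start, reaction 10 min at room temperature.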
BLM inh: Bloom syndrome helicase (human) inhibition | Potency, µM (top dose mostly 56.1 µM), inactives show top-dose activity change, negative = inhibition, actives largely listed as inhibitors | recombinant BLM DNA unwinding, fluorescence dequenching | hit rate 0.2% among 350,000 | P54132;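 also: plate controls were vehicle for no effect and no enzyme for full effect; nearly all actives have a fitted effect of over 35% in size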
POLI inh: blocks human DNA polymerase iota activity | Q9UNA4 | Pol iota fluorescent replication assay, 10 min | Potency, µM (titrated, usually from 115 µM), for inactives: at the highest dose activity, negative = inhibition, most hits filed as inhibitors | hit rate 1% among 390,000 | AID 588590
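Pol iota at 10 nM preincubated 15 min with compounds at room temperature; reaction started with fluorescent substrate, 50 nM final. Fluorescence read kinetically at 0 and 10 min; buffer-only wells as negative control.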
BAZ2B inh: BAZ2B (human) inhibition | Q9UIF8 | AlphaScreen BAZ2B-H3K14Ac peptide displacement | Potency, µM (top dose mostly 114 µM), for the others: at the highest dose activity change, negative = inhibition, most hits filed as inhibitors | hit rate 4.4% among 360,000; also: % is scaled to controls: 0 for no effect and ±100 for the full control effect; nearly all actives have a fitted effect of over 60% in size
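Multi-concentration screen (max 110 uM) measuring displacement of acetylated histone H3 peptide from BAZ2B by AlphaScreen, using 50 nM protein, 50 nM peptide and 10 ug/mL streptavidin donor plus Ni-chelate acceptor beads.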
Numbers without * were called inactive; ? = inconclusive; . = not tested or not shown; & = joins results of further samples; [ ] = another dose, or the depositor's remark. Calls follow the shape of the dose curve; as a rule, active = well fitted curve in the direction sought with a large enough effect; inconclusive = small, poorly fitted or top-dose-only effect, or another doubt; inactive = no such curve, though single readings can be large; an effect the other way counts as inactive or inconclusive. Potency is read from the fitted curve at half-maximal effect. Not all compounds are listed; the hit share may differ from the screen's.

Structure,Pol kappa inh,Apoferritin bind,BAZ2B inh,POLH inh,G9a inh,POLI inh,APEX1 inh,BLM inh,POLB inh
C=C(C)CNC(=S)Nc1cccc2cnccc12,-3%,11%,34%[activator],-14%,25%,131%[activator],0%,-2%,0%[57.1 µM]
Cc1cccc(C)c1OCCn1nnc2ccccc21,-5%,?,10%,-18%,-3%,130%[activator],-19%,-2%,-9%
COc1ccc(CN(Cc2cc3cc(C)ccc3[nH]c2=O)C(=O)N(C)C)cc1,2%,-10%,3%,1%,-3%,1%,3%,1%,?
CCCCN1C2CCCC1CC(NC(=O)C1CCCCC1)C2 (stereo unspecified),-18%,7%,-3%,-4%,21%[59 µM],37%[activator],3%,0%,2%
COc1cccc(-c2noc(C3CCCN(C(=O)c4ccc(F)cc4)C3)n2)c1 (stereo unspecified),-11%,?,1%,-8%,21%,?,5%,-6%,26%
COc1ccc(C2C(C(=O)c3ccc(C)o3)=C(O)C(=O)N2c2cc(C)on2)cc1OC (stereo unspecified),-10%,-21%,-37%,-9%,?,0%,2%,-3%,0%
CCCCSc1nc(C)cc(NC(=S)Nc2ccc(OC)cc2)n1,-8%,-6%,-2%,-3%,15%,10%,0%,-1%,46%
O=C(CSc1nnc(Cc2cc(=O)[nH]c(=O)[nH]2)n1-c1ccc(Cl)cc1)NC1CCCC1,0%,-5%,0%,-8%,40µM*,7%,-2%,2%,8%

The final 4 records of the part above come first, to join the parts.
Structure,Pol kappa inh,Apoferritin bind,BAZ2B inh,POLH inh,G9a inh,POLI inh,APEX1 inh,BLM inh,POLB inh
COc1cccc(-c2noc(C3CCCN(C(=O)c4ccc(F)cc4)C3)n2)c1 (stereo unspecified),-11%,?,1%,-8%,21%,?,5%,-6%,26%
COc1ccc(C2C(C(=O)c3ccc(C)o3)=C(O)C(=O)N2c2cc(C)on2)cc1OC (stereo unspecified),-10%,-21%,-37%,-9%,?,0%,2%,-3%,0%
CCCCSc1nc(C)cc(NC(=S)Nc2ccc(OC)cc2)n1,-8%,-6%,-2%,-3%,15%,10%,0%,-1%,46%
O=C(CSc1nnc(Cc2cc(=O)[nH]c(=O)[nH]2)n1-c1ccc(Cl)cc1)NC1CCCC1,0%,-5%,0%,-8%,40µM*,7%,-2%,2%,8%
CCn1cc(C(=O)O)c(=O)c2cnc(N3CCN(C(=S)NC(=O)c4ccc(Cl)cc4Cl)CC3)nc21,-3%,-6%,-11%,3%,10%,-7%,11%,-3%,32%
Cc1ccc(-c2nn(-c3ccccc3)cc2C(=O)N2CCOCC2)cc1,-14%,-12%,8%,0%,13%,18%,-1%,-4%,6%
COc1ccc(Nc2oc(/C=C/c3ccccc3OC)nc2C#N)cc1,-10%,153%[activator],-28%,.,1%[59 µM],-14%,.,-5%,42%
Nn1c(Cc2ccccc2F)n[nH]c1=S,4%,-2%,-22%,-18%,20µM*,-20%,-3%,3%,-22%
COc1cccc(C(=O)Nc2ccc(C3CC3(Cl)Cl)cc2)c1 (stereo unspecified),-13%,?,-16%,-22%,-1%,25%,-10%,-10%,-18%
COc1ccc2c(C)c(CCC(=O)NCCc3ccccc3)c(=O)oc2c1,-4%,-14%,-1%,1%,-25%[59 µM],3%,.,7%,6%
COc1ccc(-c2nc3ncccc3n2O)cc1,-8%,0%,-18%,7%,5%,81%[activator],61%[activator],-3%,0%
COc1ccc(NC2CCCN(C(=O)CCn3cccn3)C2)cc1 (stereo unspecified),-9%,-6%,-20%,-3%,-1%,2%,6%,1%,9%
CCOc1ccccc1NC(=O)C1CCCN(S(=O)(=O)c2c(C)[nH]c(=O)[nH]c2=O)C1 (stereo unspecified),1%&0%,-6%&5%,3%&-9%,-7%&-7%,5%[12.7 µM],4%&7%,-5%,-2%&2%,34%&12%
C=CCNC(=O)COc1cc(C)ccc1C,-3%,-4%,-5%,-2%,5%[59 µM],6%,7%,1%,8%
Cc1cc(C)n(-c2ccc(C(=O)Nc3cccc([N+](=O)[O-])c3)cc2)n1,-10%,?,-3%,-6%,1%,-6%,-9%,-4%,2%
CC(=O)Nc1ncc(Cc2cccc(Cl)c2Cl)s1,-13%,?,-29%,-25%,22%,73%[activator],-3%,2%,-1%
O=C(COc1ncnc2ccccc12)NC1CCCCC1,-9%,.,.,-8%,.,2%,19%,.,.
CCN(C[C@H]1N[C@@](C)(C(=O)OC)[C@H]2C(=O)N(Cc3ccccc3)C(=O)[C@@H]12)C(=O)c1ccc(C)cc1,-11%,.,.,-18%,.,6%,14%,.,.
Cc1nc(N)c(Cc2ccc(Cl)cc2Cl)c(N)n1,-14%,-2%,1%,-16%,-1%,56%[activator],-5%,-1%,9%
N#CC[C@H](Cc1ccccc1)N1CC[C@@H](O)CCC1=O,1%&-3%,3%,-1%,-10%,10%,-2%&18%,24%,-1%,-1%
Cc1cc(C)c2c(N)c(C(=O)c3ccc(Cl)c(Cl)c3)sc2n1,-3%,-3%,-11%,8%,8%[59 µM],20%,-11%,0%,2%
CC(C)CC1NC(=O)N(CC(=O)Nc2ccc(OC(F)F)cc2)C1=O (stereo unspecified),-19%,.,-23%,1%,-36%,35%[activator],24%,.,.
Cc1ccc(S(=O)(=O)Nc2nc(-c3ccc(F)cc3)cs2)cc1,3%,1%,?,-5%,50µM*,44%[activator],-1%,-6%,-1%
Cc1ccc(OCC(=O)N2CC(C)CC(C)C2)c([N+](=O)[O-])n1 (stereo unspecified),-6%,.,.,-9%,.,41%[activator],40%[activator],.,.
C/C(=C\c1ccccc1)CN1CCC(C(=O)N2CCCCC2)CC1,-6%,-5%,?,-5%,?,9%,-1%,4%,10%
CCOc1ccc(-c2cnc3n2CCCCC3)cc1,3%,-10%,?,-3%,-3%,61%[activator],23%,-2%,35%
CN(CC(=O)Nc1ccccc1C(F)(F)F)C(=O)COc1ncnc2ccccc12,3%,-4%,-33%,-15%,8%,13%,0%,-4%,3%
O=C(O)C1CCCN1S(=O)(=O)c1cccc(S(=O)(=O)N2CCCC2C(=O)O)c1 (stereo unspecified),3%,0%,-8%,-7%,3.2µM*,-8%,24%,2%,20%
COc1ccc(CCNC(=O)c2cc(C)nc3c2c(C)nn3-c2ccc(C)cc2)cc1OC,-4%,-8%,3%[57.1 µM],-22%,-2%[59 µM],33%[activator],.,-3%,2%
Cn1c(=O)c2c(nc(Oc3ccc(C#N)cc3)n2Cc2ccc(Cl)cc2Cl)n(C)c1=O,-16%,48%[activator],.,-8%,27%[59 µM],8%,.,-2%,-2%
Cc1ccc(C(=O)NCCc2ccc(S(=O)(=O)N3CCCC3)cc2)cc1,-10%,8%,4%,-21%,3%,-9%,2%,2%,0%
Cc1ccc(C(=O)COC(=O)CCN2C(=O)C3C4C=CC(C5CC45)C3C2=O)cc1 (stereo unspecified),-7%,-22%,3%,3%,.,-4%,-15%,-1%,31%
Cc1cc(C(=O)Nc2ccc3c(c2)CCC3)c2ccccc2n1,-1%,-12%,.,-13%,-43%,57%[activator],1%,-3%,0%
Cc1cc(C)cc(OCC(=O)OCC(=O)Nc2cc(S(=O)(=O)N3CCOCC3)ccc2Cl)c1,-15%,.,.,-19%,.,-9%,-15%,.,.
COCCCN1C(=O)C(=O)/C(=C(/O)c2ccc(S(=O)(=O)N3CCCCC3)cc2)C1c1cccc(OC)c1 (stereo unspecified),1%,-5%,-24%,-12%,45µM*,-10%,19%,-1%,22%
NS(=O)(=O)c1ccc(NC(=O)COC(=O)c2c3c(nc4ccccc24)/C(=C\c2ccc4c(c2)OCO4)CCC3)cc1,-8%,-12%,10%,-18%,1%[59 µM],-29%,?,-21%,2%
CC(=O)c1cc(F)ccc1OCC(=O)N1CCCc2ccccc21,2%,-2%,-9%,-22%,-6%,26%,13%,-2%,0%
C=CCN=C1SCC(=O)N1S(=O)(=O)c1ccc(C)cc1,-4%,6%,2%,-11%,13%[12.7 µM],18%,6%,-2%,?
CCn1c(C2CCN(S(=O)(=O)c3ccc(OC)cc3)CC2)n[nH]c1=S,-10%,-4%,-19%,-6%,14µM*,-4%,-2%,2%,-15%
O=C(Nc1ccc(S(=O)(=O)N2CCCCCC2)cc1)c1[nH]ncc1[N+](=O)[O-],.,13µM*,-8%,.,3%,.,16%,-6%,9%
O=C(CN(CC1CCCO1)C(=O)CNS(=O)(=O)c1ccc(F)cc1)NCc1ccc(F)cc1 (stereo unspecified),-5%,-7%,-11%,-1%,21%,27%,22%,-3%,5%
O=C(O)c1ccc(-c2nc(-c3ccc(Cl)cc3)cs2)cc1,-6%,-8%,?,1%,-1%,24%,-6%,-5%,-22%
C=CCOn1c(=O)c(-c2cccs2)[n+]([O-])c2ccccc21,-2%,-1%,-3%,-16%,11%,-5%,0%,-4%,2%
CN1C(=O)C2(C(C#N)=C(N)N(c3ccc(Cl)cc3)C3=C2C(=O)CC(C)(C)C3)c2ccccc21 (stereo unspecified),-13%,-2%,13%,4%,-5%[59 µM],4%,1%,-4%,31%
CCCc1nn(CCc2ccccn2)c(N)c1CC,-5%,-14%,-10%,2%,-18%[12.7 µM],33%[activator],0%,-2%,3%
O=C(/C=C/Sc1ccc(C(F)(F)F)cn1)c1ccccc1,-1%,7%,-13%,3%,3%,5%,-5%,-1%,13%
CC(=O)c1cccc(NS(=O)(=O)c2c(C)n[nH]c2C)c1,-4%,-6%,0%,-15%,1%[59 µM],-9%,7%,3%,25%
CC1(C)CC(=O)C2=C(C1)N(c1ccccc1)C(N)=C(C#N)C2c1ccccc1 (stereo unspecified),-13%,-8%,-7%,0%,5%[59 µM],-2%,-4%,4%,6%
OCCNc1nc(Nc2ccc(Cl)c(Cl)c2)nc2ccccc12,5%,-20%,?,-5%,50µM*,-14%,21%,-9%,?

Screening results deposited in PubChem BioAssay by National Center for Advancing Translational Sciences (NCATS).
